Source: PubChem
Hsp90 block: displaces geldanamycin probe from tumor Hsp90; P07900; 0.35% of 64,000 active; AID 429; NCI-N417 lysate Hsp90, Cy3B-geldanamycin FP displacement; inhibition, % at 30 µM;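 active = inhibition above 50%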;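 also: 0% = tracer plus lysate wells and 100% = tracer alone without lysate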
Ec RNAP inh: inhibitors of Escherichia coli RNA polymerase; E. coli RNA polymerase, fluorescence transcription assay; inhibition, %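 (tested at 10 µM)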; 0.2% of 62,000 active; AID 559; in the data active = inhibition above about 20%;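 also: 0% = enzyme without compound and 100% = no enzyme blank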
Fluor 339 460: intrinsic fluorescence of library compounds, ex339/em460 – biochemical, MLSMR library, data from DPM-DC assay, artefact control, profiling panel. compound autofluorescence, ex339/em460 nm, NADH buffer; active compounds read high; 1 = no-compound wells, NADH background. fluorescence fold increase at 10 µM. 5.5% of 65,000 active. AID 709;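 active = at 10 µM, mean starting fluorescence two-fold or more over control wells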;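 also: signal is the first read of a kinetic run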
M1 antagonist: blocks the rat M1 muscarinic receptor response to acetylcholine | CHO-M1 cells, Fluo-4 calcium, ACh EC80 antagonist mode; active compounds read low | B-score at 10 µM | 3.4% of 64,000 active | AID 628;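 active = calcium fluorescence response, raw or row-and-column corrected B-score, differing from the plate sample mean either way at a set confidence level, mostly lower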
Target sequence (P08482 whole entry, looked up): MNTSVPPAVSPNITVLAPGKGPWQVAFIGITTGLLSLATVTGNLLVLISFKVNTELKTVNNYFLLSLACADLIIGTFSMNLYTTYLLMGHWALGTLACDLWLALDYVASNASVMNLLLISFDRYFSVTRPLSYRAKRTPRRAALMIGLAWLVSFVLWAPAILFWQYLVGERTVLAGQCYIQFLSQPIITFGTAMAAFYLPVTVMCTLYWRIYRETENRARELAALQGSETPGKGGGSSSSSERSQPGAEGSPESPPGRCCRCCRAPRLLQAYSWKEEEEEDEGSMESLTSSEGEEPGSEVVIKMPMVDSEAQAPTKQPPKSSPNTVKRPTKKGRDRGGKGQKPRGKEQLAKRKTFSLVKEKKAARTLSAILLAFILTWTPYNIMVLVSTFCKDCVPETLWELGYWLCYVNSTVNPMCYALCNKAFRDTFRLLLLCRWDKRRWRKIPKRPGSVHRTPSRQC
NADH enzymes: inhibitors of enzymes used to reach an NAD/NADH endpoint. coupled PK/LDH NADH assays, four targets. IC50, µM (top dose mostly 10 µM), for inactives: at the top dose inhibition. 0.02% of 65,000 active. AID 774;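 active = single-dose screening hits from any of four coupled enzyme assays that gave an IC50 when retested across doses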;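 also: the DPM-DC format reads NADH fluorescence rather than 340 nm absorbance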
D1 mod: allosteric modulators of human D1 dopamine receptor | P21728 | HEK293 D1, CRE-luciferase, dopamine EC30 potentiation; actives deviate in either direction | B-score at 10 µM | 5.9% of 58,000 active | AID 641;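 active = luminescence count or its row- and column-corrected plate score outside the 99.7% band of the plate's sample wells, on either side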
Target sequence (P21728 whole entry, looked up): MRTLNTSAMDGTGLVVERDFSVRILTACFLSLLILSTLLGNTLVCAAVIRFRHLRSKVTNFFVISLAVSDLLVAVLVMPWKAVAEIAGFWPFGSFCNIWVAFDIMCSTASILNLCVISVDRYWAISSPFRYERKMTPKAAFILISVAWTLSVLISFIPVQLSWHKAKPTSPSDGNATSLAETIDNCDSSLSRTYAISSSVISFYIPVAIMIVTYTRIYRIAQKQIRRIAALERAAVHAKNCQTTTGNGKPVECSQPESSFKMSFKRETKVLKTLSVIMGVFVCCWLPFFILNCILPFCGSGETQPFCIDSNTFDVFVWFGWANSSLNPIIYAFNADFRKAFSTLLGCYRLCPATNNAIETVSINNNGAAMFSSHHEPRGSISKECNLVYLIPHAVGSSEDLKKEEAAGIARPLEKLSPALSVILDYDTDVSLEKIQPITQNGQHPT
HTR1A agonist: activates the human 5-HT1a serotonin receptor; P08908; CHO 5-HT1a Ga15 NFAT-bla reporter, FRET ratio; 0% basal, 100% maximal reference agonist; activation, % at 10 µM; 0.56% of 65,000 active; AID 567;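 active = activation above the screen-wide mean activation plus 3 SD, cut at about 19% in these data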;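 also: 0% = DMSO wells and 100% = 5-CT at EC100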
M1 agonist: M1 muscarinic receptor agonism; CHO-M1 cells, Fluo-4 calcium fluorescence, agonist mode; active compounds read high; B-score at 10 µM; 3% of 64,000 active; AID 626;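 active = fluorescence rise, raw or as B-score row- and column-corrected plate score, outside the 99.7% band of its plate's samples, either direction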
HER2 expr 66K: inhibitors of human Her2 kinase expression; P04626; SKBR-3 HER2 protein level, AlphaScreen, 18-24 h; active compounds read low; HER2 level % of control, % at 10 µM; 0.69% of 65,000 active; AID 645;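 active = HER2 level under 5% of the carrier-only control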;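 also: 100% = DMSO carrier and 0% = 500 nM PU-H71 HSP90 inhibitor; lower value means stronger loss of Her2 protein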
Starred values were filed as active, the others as inactive; / = not tested or not shown; [ ] = dose if it differs, or a comment.

Compound	Fluor 339 460	M1 antagonist	NADH enzymes	HTR1A agonist	M1 agonist	Hsp90 block	D1 mod	Ec RNAP inh	HER2 expr 66K
CCC(=O)Nc1cc(-c2nn3c(C)nnc3s2)ccc1C	1.07	0.741	5.0%	-1.9	-0.307	-2.5	-0.247	-4.0	102.4
COCCn1c(SCC(=O)Nc2ccc3c(c2)OCCO3)nc2c(c1=O)SC(C)C2 (centres undefined)	1.04	0.577	3.0%	-0.1	-0.0792	-2.7	1.95	5.8	55.2
CCCCn1c(=O)n(C)c(=O)c2c(C(F)(F)F)cc(-c3ccncc3)nc21	2.11*	-0.239	6.0%[fluoresces]	1.4	1.13	-4.1	1.37	9.7	108.5
Cc1[nH]nc2c1C1(C(=O)N(Cc3ccc(Cl)cc3)c3ccccc31)C(C#N)=C(N)O2 (centres undefined)	1.04	0.869	4.0%	-1.8	0.0126	-12.5	-0.686	9.1	94.8
CCN1CCc2nc(SCC(=O)Nc3ccc(OC)cc3)c(C#N)cc2C1	1.05	-0.733*	6.0%	-2.1	-0.0455	-5.0	/	3.5	112.7
Cc1ccc(O)c(NC(=O)c2cccc(NC(=O)c3ccco3)c2)c1	1.15	0.682	3.0%	-0.3	2.57*	7.6	/	3.4	47.8
COc1ccc(C2c3c(oc4ccccc4c3=O)C(=O)N2CCCN2CCOCC2)cc1 (centres undefined)	1.11	0.458	5.0%	-1.2	0.233	-12.8	-0.138	/	81.7
CCC(=O)Nc1c2c(nn1-c1ccc(OC)cc1)CS(=O)C2 (centres undefined)	1.12	-0.144	1.0%	1.8	1.15	-2.9	-0.629	3.8	113.9
CC(C)c1nc2n[nH]c(N)c2c2c1CCCC2	1.01	-0.523	4.0%	-1.5	-0.408	2.6	/	10.3	229.0
O=C(CN1C(=O)COc2ccccc21)N(CCCN1CCOCC1)CC1CC=CCC1 (centres undefined)	1.1	-0.0792	5.0%	-1.1	0.938	1.2	0.233	/	78.7
COc1ccc(Cn2nnnc2C(c2ccccc2OC)N2CCC(C(N)=O)CC2)cc1 (centres undefined)	1.04	1.04	3.0%	-1.2	0.43	-2.1	0.642	9.5	93.7
CCOC(=O)C1=C(Cn2cnc3ccccc32)NC(=O)NC1c1cc(C)ccc1C (centres undefined)	1.04	0.00479	1.0%	8.0	-0.602	-3.9	-0.0691	7.0	56.7
C=CCn1c(SCC(=O)NCc2ccco2)nc2sc3c(c2c1=O)CCCCC3	1.14	-0.272	5.0%	0.1	-0.131	1.7	0.627	3.2	102.7
Cc1ccc(-c2nc(CS(=O)CC(=O)NC3CCCC3)c(C)o2)cc1 (centres undefined)	1.08	-0.0157	5.0%	-0.7	-0.0735	-1.1	0.261	1.4	100.3
COc1cccc(Nc2cc(C)nc3ccccc23)c1	1.14	-0.614	4.0%	-3.6	-1.15	-2.4	-3.52	7.8	77.3
CC(C)CCNc1nc(N2CCCC2)c2c(c1C#N)CCN(C)C2	1.63	/	7.0%	-0.2	/	-12.7	-0.73	1.2	-0.7*
CCC(=O)N1c2ccccc2NC2=C(C(=O)CC(c3ccco3)C2)C1c1ccco1 (centres undefined)	1.24	0.867	11.0%	-1.4	-0.103	/	/	3.1	108.1
CCc1nn(CC(=O)NCCCN2CCCC2=O)c(=O)c2cc3sccc3n12	1.13	-0.417	2.0%	-1.6	-0.0367	-0.9	0.131	5.5	77.2
COc1ccc(CCn2c(C)cc(C(=O)CSc3nnnn3C)c2C)cc1	1.04	1.11	10.0%	2.5	-0.868	-0.7	0.745	0.6	96.5
O=C(Nc1cc(C(F)(F)F)ccc1F)C1CCC1	1.08	0.0637	5.0%	-1.0	0.301	-3.1	0.556	4.2	39.8
CC12CCC(=O)N1c1c(sc3nc(N4CCOCC4)c4c(c13)CCCC4)C(=O)N2 (centres undefined)	2.35*	-0.253	4.0%[fluoresces]	4.8	1.32	-6.0	/	-19.3	174.6
COCCN1Cc2cccc(C(=O)Nc3ccccc3OC)c2C1=O	1.03	/	9.0%	-2.0	/	-4.6	0.446	5.4	132.4
CC(=O)NCC(=O)OCN1C(=O)c2ccccc2C1=O	1.13	-0.0978	4.0%	-4.3	-0.522	0.5	/	4.2	64.1
COCCOc1ccc(C(F)(F)F)cc1NC(=O)COC(=O)c1c(C)noc1C	1.11	-0.167	2.0%	1.8	1.54	-1.6	0.727	/	106.3
COc1cccc(N2CC(C(=O)NC3CCCCC3)CC2=O)c1 (centres undefined)	1.09	0.853	7.0%	0.3	-0.362	-1.5	-0.44	7.7	86.6
O=C(NC(Cc1ccccc1)C(=O)OCC(=O)N1CCc2ccccc21)c1ccco1 (centres undefined)	1.12	-1.52	1.0%	-1.1	2.12	-2.7	3.09*	5.8	77.5
CCOC(=O)c1sc(C)c2c(=O)n(CCCN3CCOCC3)cnc12	1.47	0.0208	7.0%	-0.5	-0.117	-2.5	0.453	5.9	124.6
O=C(C1CCCN(S(=O)(=O)c2cccs2)C1)N1CCC(N2CCCCC2)CC1 (centres undefined)	1.02	-0.00368	5.0%	-1.1	-0.309	-7.0	0.231	5.3	101.0
CCCn1c(-c2ccc(OC)cc2)nc2ccccc21	1.1	-0.799	2.0%	-3.1	0.938	-3.1	-1.8	0.8	95.0
C1CCC(CNc2c3c(nc4nnnn24)CCCC3)CC1	1.12	-2.94*	3.0%	1.2	-0.0657	/	/	-1.9	236.9
CC(C)Cn1c(N)c(C(=O)COC(=O)c2cc(-c3ccco3)nc3ccccc23)c(=O)n(C)c1=O	2.14*	-0.0417	1.0%[fluoresces]	-1.8	-0.0377	-8.9	1.18	8.3	92.8
Cc1ccc(C(=O)CSc2n[nH]c(-c3ccco3)n2)cc1C	1.03	-1.98	3.0%	-1.3	0.475	-3.6	-0.795	1.8	119.3
CCN(CCNC(=O)C1CCN(S(=O)(=O)c2cccc3nsnc23)CC1)c1ccccc1	1	-1.25	3.0%	-3.2	0.228	-5.8	-2.95*	6.3	91.7
COc1ccc(C(=O)c2coc3ccc(O)c(CN4CCCCC4)c23)cc1	1.03	-0.694	1.0%	0.9	0.168	-0.1	-0.461	-8.7	97.5
COc1cccc(C(=O)Nc2ncc3c(n2)CC(C)(C)CC3=O)c1	1.04	0.297	4.0%	-1.5	-0.0603	-1.1	-0.348	7.0	108.3
O=C(c1cc2c(s1)CCCCC2)N1CCN(c2ncccn2)CC1	1.18	-0.807	1.0%	0.8	0.00322	-2.5	-0.476	5.4	105.0
CCCN1C2=NS(=O)(=O)CCN2c2ccccc21	1.01	-0.0376	5.0%	0.2	-0.505	-1.8	8.41*	0.7	130.0
CC(=O)N1CCCc2cc(S(=O)(=O)NC(C(=O)NC(C)c3ccccc3)C(C)C)ccc21 (centres undefined)	1.12	-0.738	7.0%	-3.5	-0.197	-1.4	/	-0.8	79.9
CC(C)N(C(=O)CSc1nc2c([nH]1)c(=O)n(C)c(=O)n2C)c1ccccc1	0.7	-0.0363	4.0%	1.9	0.166	2.8	-0.264	10.7	75.0
O=C1CC(c2ccccc2)n2nc(NC(=O)c3ccccn3)nc2N1 (centres undefined)	1.02	0.0458	2.0%	-1.4	-0.652	-1.3	-0.139	8.4	88.5
CCOc1ccccc1C1C(C#N)=C(SCC(=O)OC)NC(=O)C1C(=O)OC (centres undefined)	1.15	-2.77*	6.0%	1.5	0.107	-4.0	0.276	-0.8	97.4
Cc1ccc2c(c1)N(CC(=O)N(Cc1ccc3c(c1)OCO3)CC1CCCO1)C(=O)C(C)O2 (centres undefined)	1	0.133	6.0%	1.2	-0.0386	2.4	0.561	9.2	111.9
CC12CN3CC(C)(CN(C1)C3c1ccc3ccccc3c1O)C2=O (centres undefined)	1.08	0.00747	4.0%	1.9	0.299	-5.7	0.456	0.2	86.2
COC(=O)c1c(NC(=O)c2cccs2)sc2c1CCC(C)C2 (centres undefined)	3.15*	-0.113	5.0%	-3.9	-0.351	-2.3	1.22	-9.0	102.5
CCOc1ccc(-c2nc(N)nc(C)c2-c2ccc(OC)c(OC)c2)c(O)c1	1.13	0.275	9.0%	0.8	0.12	15.6	2.17	5.5	96.4
CC1=C(C(=O)Nc2ccccn2)C(c2ccc(Br)cc2)n2ncnc2N1 (centres undefined)	1.07	-0.185	7.0%	0.4	-0.2	-4.5	-0.613	2.2	90.6
c1ccc(-c2nc3cc(Cc4ccc5oc(-c6ccccn6)nc5c4)ccc3o2)nc1	1.18	-1.04	3.0%	-2.9	-0.127	-0.6	-0.697	-6.2	95.2
Cc1ccc(C(=O)CSc2nnc(CNc3nc(-c4ccccc4)cs3)n2C)cc1	1.08	/	10.0%	-0.3	/	0.2	-1.25	3.7	95.7
Cc1ncoc1C(=O)NCc1ccccc1Cl	1.02	1.51	6.0%	-0.5	-0.0377	-1.5	-0.0534	9.4	156.3
O=C(O)[C@@H]1CSC2(CCSC2)N1 (some centres undefined)	1.04	0.508	5.0%	-0.9	0.656	-2.0	-0.00979	11.2	98.1
O=S(=O)(Nc1ccc2c(c1)OCO2)c1cccs1	1.05	0.089	10.0%	-3.4	-0.00966	12.3	-0.445	9.3	95.8
O=C(c1ccccc1-c1nc2ccccc2[nH]1)N1CCCCC1	1.1	-0.569	9.0%	-4.2	-0.661	0.0	-0.0251	12.4	97.0
O=C(O)C1C2C=CC(C2)C1C(=O)NCCc1ccccc1 (centres undefined)	1.08	-0.516	0.0%	1.1	0.051	-4.1	0.499	6.6	97.4
CCc1ccc(NC(=O)c2cc(-c3ccco3)on2)cc1	1.59	0.265	3.0%	-3.5	-0.249	-2.5	-2.37	6.0	78.7
CC(Sc1nnnn1C)C(=O)Nc1ccc(Oc2ccccc2)cc1 (centres undefined)	1.04	-0.245	1.0%	-3.5	0.699	3.4	-0.994	4.7	87.7
CCOC(=O)N1CCN(S(=O)(=O)c2ccc3c(c2)CCN3C(=O)CC)CC1	1.11	0	6.0%	-1.1	1.48	-1.0	1.24	4.0	71.3
COc1ccccc1C(=O)Nc1ccc2c(c1)nc1n2CCSC1	1.18	0.0728	7.0%	-1.5	-0.396	-2.1	-0.863	-1.2	92.9
CCOC(=O)CCCNS(=O)(=O)c1c(C)ccc2nsnc12	1.06	/	12.0%	-2.5	/	0.6	/	1.9	72.3
O=C(CSc1nnc(-c2ccccc2Cl)o1)N1CCCCC1	1.04	-0.657	7.0%	-2.5	1.44	0.8	0.518	9.2	93.8
COc1cccc(C2C(C(=O)c3cc4ccccc4o3)=C(O)C(=O)N2CCN(C)C)c1OC (centres undefined)	1.01	-1.12	2.0%	0.2	-1.15	-2.7	-0.211	10.9	77.0

Filtered by structure: the compounds so far containing a cyano group.
Compound	Fluor 339 460	M1 antagonist	NADH enzymes	HTR1A agonist	M1 agonist	Hsp90 block	D1 mod	Ec RNAP inh	HER2 expr 66K
Cc1[nH]nc2c1C1(C(=O)N(Cc3ccc(Cl)cc3)c3ccccc31)C(C#N)=C(N)O2 (centres undefined)	1.04	0.869	4.0%	-1.8	0.0126	-12.5	-0.686	9.1	94.8
CCN1CCc2nc(SCC(=O)Nc3ccc(OC)cc3)c(C#N)cc2C1	1.05	-0.733*	6.0%	-2.1	-0.0455	-5.0	/	3.5	112.7
CC(C)CCNc1nc(N2CCCC2)c2c(c1C#N)CCN(C)C2	1.63	/	7.0%	-0.2	/	-12.7	-0.73	1.2	-0.7*
CCOc1ccccc1C1C(C#N)=C(SCC(=O)OC)NC(=O)C1C(=O)OC (centres undefined)	1.15	-2.77*	6.0%	1.5	0.107	-4.0	0.276	-0.8	97.4

Compounds were not picked by outcome; any-hit rate near 16%.
